Screens: PubChem BioAssay, The Scripps Research Institute Molecular Screening Center
TEAD-YAP inh = TEAD-YAP interaction inhibition. HEK-TIYL cells, TEAD-Gal4/YAP UAS-luciferase luminescence. inhibition, % at 9.12 µM. hit rate 1.4% among 640,000; in the data active = inhibition above about 32%;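 also: 0% = median of test compound wells and 100% = reference inhibitor wells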
GPR151 ag = human GPR151 activation | AID 1508602 | PathHunter beta-arrestin GPR151 cells, luminescence | activation, % at 11.2 µM | hit rate 1% among 650,000 | Q8TDV0; in the data active = activation above about 4.9%;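 also: 0% = median of compound wells and 100% = cells with positive control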
Target sequence (Q8TDV0 whole entry, looked up): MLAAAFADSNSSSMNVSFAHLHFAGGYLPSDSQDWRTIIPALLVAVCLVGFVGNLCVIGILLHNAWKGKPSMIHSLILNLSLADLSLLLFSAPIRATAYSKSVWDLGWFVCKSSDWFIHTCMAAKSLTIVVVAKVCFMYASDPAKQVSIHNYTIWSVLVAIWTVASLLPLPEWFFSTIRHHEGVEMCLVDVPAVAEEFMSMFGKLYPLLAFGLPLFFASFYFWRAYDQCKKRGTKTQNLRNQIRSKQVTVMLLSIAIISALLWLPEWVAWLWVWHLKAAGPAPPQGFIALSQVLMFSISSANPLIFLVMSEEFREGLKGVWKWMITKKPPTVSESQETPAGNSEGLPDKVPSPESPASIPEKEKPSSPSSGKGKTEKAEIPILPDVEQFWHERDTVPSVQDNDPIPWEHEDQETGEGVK
MITF inh = blocks human microphthalmia-associated transcription factor | O75030 | AlphaScreen MITF homodimerization, bead proximity signal | inhibition, % at 2.6 µM | hit rate 0.91% among 650,000; in the data active = inhibition above about 50%;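 also: 0% = vehicle wells with protein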
Target sequence (O75030 whole entry, looked up): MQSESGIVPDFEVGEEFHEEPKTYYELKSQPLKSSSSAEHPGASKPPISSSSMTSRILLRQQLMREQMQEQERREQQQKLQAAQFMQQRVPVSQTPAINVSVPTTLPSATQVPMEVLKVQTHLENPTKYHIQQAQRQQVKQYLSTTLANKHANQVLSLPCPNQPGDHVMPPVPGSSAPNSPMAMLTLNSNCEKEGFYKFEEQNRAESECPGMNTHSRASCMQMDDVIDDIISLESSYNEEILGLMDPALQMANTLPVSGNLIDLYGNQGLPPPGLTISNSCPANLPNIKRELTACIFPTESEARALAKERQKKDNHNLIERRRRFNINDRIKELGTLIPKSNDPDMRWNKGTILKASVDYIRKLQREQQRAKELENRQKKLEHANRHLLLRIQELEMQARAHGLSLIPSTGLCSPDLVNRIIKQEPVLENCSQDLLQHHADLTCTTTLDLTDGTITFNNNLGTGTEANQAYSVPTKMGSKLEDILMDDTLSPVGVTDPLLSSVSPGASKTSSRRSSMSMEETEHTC
FBW7 activator = human FBW7 E3 ligase activation, primary screen. Q969H0. AlphaScreen FBW7–phospho-cyclin E peptide binding, activator screen. normalized activity (activation), % at 26.1 µM. hit rate 0.13% among 650,000; in the data active = normalized activity above about 1.9%;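 also: purified mutant Fbw7 with reduced substrate affinity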
* hit, by the source's call.

item	smiles	TEAD-YAP inh	GPR151 ag	MITF inh	FBW7 activator
1	CC(C)CC(=O)Nc1sc2c(c1C#N)CC(C)(C)NC2(C)C	3	0.3	0	0.0
2	COc1cc([N+](=O)[O-])ccc1NC(=S)Nc1ccc(C)cn1	3	0.6	6	0.0
3	CC(C)(C)C(=O)COC(=O)c1ccccc1NC(=O)c1ccccc1	-7	-2.6	-8	0.3
4	O=C(c1cc([N+](=O)[O-])ccc1Cl)N1CCN(Cc2ccccc2)CC1	-1	0.0	4	0.0
5	CNC(=O)CSc1nnc(Cc2ccccc2)n1CCCOC	4	3.6	-17	-0.1
6	Cn1nccc1Nc1cc(C(=O)Nc2ccccc2)c2ccccc2n1	-4	-1.6	21	0.3
7	CSc1ncccc1C(=O)NCC1Cc2cc(-c3nc(C)cnc3C)ccc2O1 (stereo not given)	-3	-0.7	2	0.1
8	COc1ccc2c(=O)c(Oc3ccccc3Cl)coc2c1	4	-0.9	-3	0.1
9	N#CC1(C#N)C2c3ccccc3C=CN2[C@@H](C(=O)C23CC4CC(CC(C4)C2)C3)[C@@H]1c1ccc(Cl)c(Cl)c1 (stereo not given in full)	-7	-0.3	-1	-0.1
10	Cc1c(NC(=O)CCCC(=O)O)cccc1C(=O)O	-1	0.0	-2	0.1
11	Cc1ccc2nc(Nc3ccc(Cl)cc3Cl)nc(-c3ccccc3)c2c1	4	-1.1	4	0.2
12	CN(C)S(=O)(=O)c1ccc(S(=O)(=O)Nc2nc(-c3ccccc3)cs2)cc1	-5	2.5	-3	-0.1
13	Cc1cccc(NC(=O)/C(C#N)=C\c2ccc(I)o2)c1C	3	-1.5	-22	0.0
14	CN(CC(=O)NC1CCCCCCC1)S(=O)(=O)c1ccc2c(c1)CCC(=O)N2	-1	0.4	7	-0.2
15	COc1cccc2sc(NC(=O)c3ccc(S(=O)(=O)N4CCc5ccccc54)cc3)nc12	21	-0.6	15	-0.1

Additional records follow:
item	smiles	TEAD-YAP inh	GPR151 ag	MITF inh	FBW7 activator
16	CC(C)c1ccc(NS(=O)(=O)c2cccc3nonc23)cc1	2	-0.6	-10	0.1
17	COC(=O)Cc1c(C)c2ccc(OCC(=O)NCc3ccc4c(c3)OCO4)cc2oc1=O	6	1.9	6	-0.1
18	COc1cc(/C=N/NC(=O)C(C)Nc2cccc(C)c2)cc(Br)c1O (stereo not given)	2	-1.0	6	-0.1
19	Cc1c(C(N)=O)sc2nc[nH]c(=O)c12	6	-0.7	13	0.3
20	N#Cc1cnn2c3ccccc3c(=O)n(Cc3cccc(C(F)(F)F)c3)c12	5	2.9	10	0.3
21	Cc1cn2c(c1C)-c1ccc(C)n1CC2	2	1.0	7	0.2
22	Cc1ccc(C2CC(C(F)(F)F)n3nc(C(=O)NCCc4c[nH]c5ccccc45)cc3N2)cc1 (stereo not given)	6	1.5	1	0.0
23	COc1cccc(CNC(=O)c2cc3sc(C)cc3n2C)c1	-12	0.1	-1	0.2
24	COc1ccccc1NC(=O)CSc1nc2ccc(NC(=O)c3ccc(Cl)cc3)cc2s1	16	1.0	-2	0.0
25	COc1ccc(/C=C/c2[nH]c(=O)[nH]c(=O)c2[N+](=O)[O-])cc1I	1	-0.5	-2	-0.2
26	O=S(=O)(NCC1CCCO1)c1cccc(S(=O)(=O)N2CCCC2)c1 (stereo not given)	2	-0.4	-3	-0.1
27	Cc1ccc(C(=O)C(SC(C)(C)C)n2cncn2)cc1 (stereo not given)	-11	3.4	-11	0.1
28	CC(C)CN1CC(C)C(O)(c2ccccc2)CC1C (stereo not given)	-3	0.8	-6	0.0
29	Cc1cc(C)cc(N2C(=O)NC3CC2(C)Oc2ccccc23)c1 (stereo not given)	-6	1.2	6	-0.1
30	O=[N+]([O-])c1ccc(-c2ccc(-c3[nH]c(-c4ccccc4)nc3-c3ccccc3)cc2)cc1	7	-1.9	1	0.0

The list continues.
item	smiles	TEAD-YAP inh	GPR151 ag	MITF inh	FBW7 activator
31	COC(=O)C1=C(NC(=O)c2ccccc2[N+](=O)[O-])CCS1	13	-0.7	6	-0.2
32	C=CCN(C(=O)Cn1ncc2c(=O)oc3ccccc3c21)c1ccccc1	-6	1.3	1	-0.2
33	CCOc1ccc2ccccc2c1C(=O)Nc1ccncc1	-1	2.2	12	-0.2
34	CCCN(CCC)C(=O)Cn1c(=O)n(CC(=O)NCc2ccco2)c(=O)c2sccc21	-6	-1.6	-11	0.5
35	C=CCOc1ccc(/C(O)=C2/C(=O)C(=O)N(CCN(C)C)C2c2ccc(Br)cc2)cc1C (stereo not given)	2	1.2	16	0.0
36	O=C1CCC(C(=O)NCc2nnc3n2CCN(Cc2ccccc2-c2ccco2)CC3)N1 (stereo not given)	0	0.1	-5	-0.1
37	CCOC(=O)c1cc2c(=O)n3ccccc3nc2n(C(C)C)c1=NC(=O)c1ccccc1Br	1	-1.0	7	0.0
38	CCOC(=O)c1[nH]c(C)c(C(=O)NCc2ccc(F)cc2)c1C	6	0.3	5	0.0
39	Cc1ccc(C(=O)Nc2cccc(-c3nc4ccccc4o3)c2)cc1[N+](=O)[O-]	0	-0.3	16	-0.1
40	COc1cc(Nc2nc(Nc3ccc(C(F)(F)F)cc3)ncc2C)cc(OC)c1OC	7	-0.6	15	0.0
41	CC1(C)CC(=O)C2=C(C1)NC1=C(C(=O)CC(C)(C)C1)C2c1cccc(O)c1	-14	0.0	1	0.2
42	COc1ccc(S(=O)(=O)N2CCN(C3CCCC(C)C3)CC2)cc1 (stereo not given)	-12	-0.4	33	0.1
43	Cc1cc(Br)ccc1NC(=O)c1sc2ncn(CC(=O)Nc3cccc(C(F)(F)F)c3)c(=O)c2c1C	3	0.3	15	-0.7
44	O=C(c1ccc(Br)o1)N1CCCC(COCc2ccccc2)C1 (stereo not given)	14	-0.6	9	0.7
45	COc1ccccc1NC(=O)CCN1C(=O)C2C3C=CC(C3)C2C1=O (stereo not given)	4	-0.4	-4	-0.1

Further compounds
item	smiles	TEAD-YAP inh	GPR151 ag	MITF inh	FBW7 activator
46	O=C(NCCc1ccccc1)c1nn2c(c1Cl)NC(c1cccs1)CC2C(F)(F)F (stereo not given)	2	-1.0	33	0.2
47	COC(=O)C1C(=O)c2c([nH]c(C(=O)OCC3CCCO3)c2C)CC1C (stereo not given)	-17	1.2	1	0.0
48	NS(=O)(=O)c1ccc(NC(=O)c2cc([N+](=O)[O-])ccc2N2CCOCC2)cc1	2	-1.2	18	0.0
49	O=C(Nc1ccccc1C(=O)O)c1ccc(Oc2ccc([N+](=O)[O-])cc2)cc1	-2	0.9	2	-0.2
50	COC(=O)c1c(C)oc2ccc(N(C(C)=O)S(=O)(=O)c3cccc([N+](=O)[O-])c3)cc12	5	0.5	10	-0.1
51	CCOc1ccc(C(=O)N=C2N=C3C=CC=CN3Cc3ccccc32)cc1	-24	-7.8	-15	0.0
52	FC(F)(F)COc1nc(N2CCCCC2)nc(N2CCN(C34CC5CC(CC(C5)C3)C4)CC2)n1	3	-0.9	14	0.1
53	COc1ccccc1C1Nc2ccc(C(=O)c3ccccc3)cc2NC2=C1C(=O)CC(C)(C)C2 (stereo not given)	5	0.4	6	0.3
54	CCc1ccccc1NC(=O)C(=O)NCC(C)O (stereo not given)	7	0.2	7	0.2
55	COc1ccccc1C(=O)N/N=C(\C)CC(=O)Nc1ccc(F)cc1	-28	0.1	-8	-0.2
56	CCOC(=O)CC(=O)CSc1nc2ccccc2c(=O)n1-c1ccc(C(=O)N2CCOCC2)cc1	-6	-0.5	9	-0.1
57	CC1=C(OC(=O)c2ccc(Br)cc2)C(C)(C)C(c2ccccc2)OC1=O (stereo not given)	4	2.0	7	0.0
58	Cc1cccc(CNc2ncnc3sc(C(=O)N(C)C4CCOC4)c(C)c23)n1 (stereo not given)	2	0.2	-2	0.3
59	COc1ccc(C(=O)N/N=C/c2ccc([N+](=O)[O-])o2)cc1OC	8	1.3	1	-0.1
60	Cc1ccc(NS(=O)(=O)c2ccc(CCC(=O)Nc3ccc4c(c3)OCO4)cc2)cc1	-1	3.3	0	0.0

(next part)
item	smiles	TEAD-YAP inh	GPR151 ag	MITF inh	FBW7 activator
61	NC(=O)C1CCN(c2ccc3cccc(OCc4ccc(F)cc4)c3n2)CC1	1	-1.6	-4	-0.2
62	C=CCC1(O)C(=O)N2C(=C1C(=O)N1CCCC1)c1ccccc1CC2(C)C (stereo not given)	9	-1.6	4	0.1
63	CCOC(=O)c1sc2ncnc(NC3CCCC(C)C3C)c2c1C (stereo not given)	-6	-0.9	11	-0.2
64	COCCNC(=O)C1=C(C)C(=O)OC12CCCCCC2	2	-0.3	2	-0.1
65	Cc1ccc(C(=O)COc2ccc3c4c(c(=O)oc3c2C)CCC4)cc1	-9	1.4	-8	0.1
66	O=c1[nH]n(-c2ncnc3sc4c(c23)CCC4)c(=O)c2ccccc12	-5	-0.7	4	0.0
67	Cc1cnc(C)c(-c2ccc3c(c2)CC(CNC(=O)CCn2c(=O)[nH]c4ccccc42)O3)n1 (stereo not given)	-5	1.9	6	0.1
68	Cc1cc(C)n(CCC(=O)N[C@@H](Cn2nc(-c3ccc(F)c(F)c3)ccc2=O)C(C)C)n1	7	-0.4	-6	0.0
69	CCOC(=O)C1=C(C)NC2=C(C(=O)CC(C)(C)C2)C1c1ccc(OC)c(O)c1 (stereo not given)	-12	0.3	-7	-0.1
70	CC(C)CNC(=O)C(=O)Nc1cccc(Br)c1	-70	-0.6	-8	0.0
71	O=C(NCc1cccnc1)c1cc(-c2cccc(Cl)c2)on1	-2	0.6	10	0.2
72	COc1cc(I)cc(CNc2ccc(F)cc2)c1O	-4	5.4*	10	0.1
73	Cc1ccc(C)c(S(=O)(=O)N2CCCC2CNC(=O)C(=O)Nc2ccc(Cl)cc2)c1 (stereo not given)	-2	0.3	3	-0.1
74	COCCN(C(=O)c1ccco1)C(C(=O)NC1CCCC1)c1cccnc1 (stereo not given)	4	-1.1	6	-0.1
75	O=C(NCS(=O)(=O)c1ccc2ccccc2c1)c1ccccc1	-1	-0.8	-14	-0.1

The listing continues.
item	smiles	TEAD-YAP inh	GPR151 ag	MITF inh	FBW7 activator
76	COc1cccc(/C=N/NC(=O)CSc2ccccc2C)c1	-13	0.3	-2	0.0
77	Cc1cc(NS(=O)(=O)c2cc(Br)cnc2N)ccc1Br	-5	-1.0	-1	-0.1
78	COc1ccc2nc(SCC(=O)O)nc(C)c2c1	-10	-0.5	-5	-0.1
79	CCOc1cccc2cc(S(=O)(=O)c3ccc(C)cc3)c(=O)oc12	13	-0.3	-1	0.0
80	O=C1c2ccccc2C(=O)N1Nc1ccc(N2CCOCC2)cc1	-6	-0.3	-1	-0.1
81	OC1CCN(c2cc(-c3cccnc3)nc(-c3ccccn3)n2)CC1	7	3.0	12	0.2
82	COc1cc2c(cc1OC)C(COc1ccc([N+](=O)[O-])cc1)N(C(=O)c1c(F)cccc1F)CC2 (stereo not given)	-4	0.2	-6	-0.1
83	COc1ccc(CN2C(=O)N(c3ccc(F)cc3)C(=O)C2CC(=O)Nc2ccccc2)cc1 (stereo not given)	5	-0.4	0	-0.1
84	C(#Cc1ccccc1)CN1CCN(C(c2ccccc2)c2ccccc2)CC1	3	-1.3	24	0.5
85	COCCC1CCCCN1C(=O)c1cc(COc2c(F)cccc2F)on1 (stereo not given)	-7	0.3	-1	0.0
86	Cc1ccc(C(=O)Nc2nc(Cl)c(C#N)s2)cc1	71*	-12	2	0.0
87	O=C(c1ccc2nc3ccccc3c(=O)n2c1)N1CCN(c2ccc(Cl)cc2)CC1	2	-0.6	4	-0.3
88	Cc1cc(=O)n(C)c(=O)n1CCN(C)C	-4	1.0	40	0.0
89	Cc1ccc(NS(=O)(=O)c2cccc(C#N)c2)cc1S(=O)(=O)Nc1ccc(F)cc1	8	2.7	-1	0.0
90	CC(C)(C)c1ccc(C(=O)Nc2ccc(NC(=O)c3ccccc3Cl)cc2)cc1	3	-0.2	-4	-0.1

Reformatted with values under each structure: entries from further up.
Values run as follows: TEAD-YAP inh | GPR151 ag | MITF inh | FBW7 activator
[88] Cc1cc(=O)n(C)c(=O)n1CCN(C)C
  -4 | 1.0 | 40 | 0.0
[87] O=C(c1ccc2nc3ccccc3c(=O)n2c1)N1CCN(c2ccc(Cl)cc2)CC1
  2 | -0.6 | 4 | -0.3
[80] O=C1c2ccccc2C(=O)N1Nc1ccc(N2CCOCC2)cc1
  -6 | -0.3 | -1 | -0.1
[77] Cc1cc(NS(=O)(=O)c2cc(Br)cnc2N)ccc1Br
  -5 | -1.0 | -1 | -0.1
[81] OC1CCN(c2cc(-c3cccnc3)nc(-c3ccccn3)n2)CC1
  7 | 3.0 | 12 | 0.2
[79] CCOc1cccc2cc(S(=O)(=O)c3ccc(C)cc3)c(=O)oc12
  13 | -0.3 | -1 | 0.0
